EphA4 KYL inhibition – inhibitors of EphA4 binding to KYL peptide, primary screen, biochemical, colorimetric, mouse EphA4 (AID 689); EphA4-AP binding to KYL peptide, pNPP A405; higher % means a stronger effect; inhibition, % at 10 µM, or IC50 in µM where a hit was titrated; 62,000 compounds, 0.1% hits; in the data active = a potency from the dose series; inactive = the rest, 99 in 100 with inhibition below about 22%
Starred values were filed as active, the others as inactive; & = joins results of further samples. Only part of the results is shown (hit frequency here may not be typical).

Compound	EphA4 KYL inhibition
O=C1NC(=O)C(=Cc2ccc(-c3cc([N+](=O)[O-])ccc3O)o2)C(=O)N1	2.9%
C=CCN(CC=C)Cc1c[nH]c2ccccc12	2.2%
CC(C)N(CC(O)c1cccc([N+](=O)[O-])c1)C(C)C (configuration not stated)	-0.5%
CCS(=O)(=O)N1CCCC(C(=O)N2CCC3(CC2)OCCO3)C1 (configuration not stated)	-5.8%
O=C(c1ccccc1F)c1cn(CC(=O)N2CCOCC2)c2ccccc12	-10.5%
CC(=O)Nc1ccccc1C(=O)OCC(=O)c1ccc2ccccc2c1	4.3%
CN(C)C(=O)Oc1ccc(-c2nnco2)cc1	-3.1%
CCOc1ccc(CN(CCCl)CCCl)cc1C(=O)OC	-6.9%
CCCNC(=O)c1c(N)n(CC2CCCO2)c2nc3ccccc3nc12 (configuration not stated)	6.2%
Cc1cccc(-n2c(O)c(C=NCc3cccnc3)c(=O)[nH]c2=O)c1C	-28.2%
CCCCCSc1cc(OC)c(CCN)cc1OC	3.4%
O=C1c2ccccc2C(=O)N1Cc1nc2ccccc2c(=O)n1-c1ccc(Br)cn1	0.0%&3.4%
COc1ccc(Cn2c(N)c(C(=O)NCc3ccco3)c3nc4ccccc4nc32)cc1	14.3%
C=CCN1C(=O)CSc2ccc(C(=O)N3CCC4(CC3)OCCO4)cc21	-6.1%
CCOC(=O)c1c(C)n(CCN2CCN(C)CC2)c2ccc(OC)cc12	-5.2%

Later entries
Compound	EphA4 KYL inhibition
CC(Cc1ccccc1)NC(=O)CN1CCCC1=O (configuration not stated)	-7.6%
CC(C)CCn1c(N)c(C(=O)NCc2cccs2)c2nc3ccccc3nc21	5.2%
COc1cc(CN2CCN(C(=O)COc3ccccc3)CC2)cc(OC)c1OC	-14.5%
CCCC1=C(C(=O)OCC)C2(C(=O)Nc3ccccc32)C(C#N)=C(N)O1 (configuration not stated)	8.9%
CCOC(=O)N1CCC(NC(=O)CCc2nc(C3=CCN(C)CC3)no2)CC1	-7.2%
Cc1nc2nc(SCC(=O)N3CCC4(CC3)OCCO4)nn2c(C)c1Cc1ccccc1	-10.3%
O=C(Nc1cccc2ccccc12)NC1CN2CCC1CC2 (configuration not stated)	-9.2%
O=C(CNC(=O)c1ccccc1Cl)Nc1ccc(Br)cc1C(=O)c1ccccc1	0.6%
O=C1NC(=O)N(c2ccc(Cl)cc2)C(=O)/C1=C/c1ccccc1	-11.2%
C=CCOc1ccc(/C=C2\C(=O)NC(=O)N(CC=C)C2=O)cc1OC	-9.5%
Cn1cc(C(=O)c2ccccc2)c2ccccc21	-30.9%
COc1cc(C)c(CN2CCN(c3ccccc3)CC2)cc1C	12.8%
OC(Cn1c2ccccc2c2ccccc21)C[n+]1ccccc1 (configuration not stated)	-11.9%
O=c1c2ccccc2nc(-c2ccc(Cl)cc2Cl)n1-c1ccncc1	-6.6%
COc1cccc(N2C(=O)NC(=O)C3(Cc4cc(C)ccc4N(C)C3)C2=O)c1 (configuration not stated)	1.5%

The list goes on:
Compound	EphA4 KYL inhibition
O=c1[nH]c(=O)n(Cc2ccco2)c(O)c1C=NCc1ccco1	26.3%
O=C(CSC1c2ccccc2-c2ccccc21)N/N=C/c1ccccc1	-5.1%
Cc1nc2ncnn2c(C)c1CCC(=O)N1CCC2(CC1)OCCO2	-13.3%
O=C1N(CN2CCOCC2)c2ccccc2C1(O)c1c[nH]c2ccccc12 (configuration not stated)	-5.2%
CCC(C)NC(=O)c1c(N)n(CCCOC)c2nc3ccccc3nc12 (configuration not stated)	13.1%
O=P(Nc1c(Cl)cccc1Cl)(c1ccccc1)c1nc2c(s1)CCCC2 (configuration not stated)	-2.9%
CP(=O)(O)CCCN	-11.3%
CCCCn1c(O)c(C(C)=Nc2ccc(C(=O)O)cc2)c(=O)[nH]c1=O	-9.6%
COc1ccc(C(c2c(O)c3ccccc3oc2=O)c2c(O)c3ccccc3oc2=O)cc1CN1CCOCC1	17.2%
CN1CCN(C(=O)COc2ccc(C(C)(C)C)cc2Br)CC1	-16.3%
Cc1ccc(C2NC(=S)NC(c3ccc(C)cc3)C23C(=O)NC(=O)NC3=O)cc1 (configuration not stated)	6.4%
CCC1(CC)C(=O)NC(=Nc2cccc(C(F)(F)F)c2)NC1=O	-5.0%
C=CCN1C(=O)NC(=O)/C(=C/c2ccc(OC)c(CSc3ccccn3)c2)C1=O	12.4%
Cc1ccc2cccc(OC(=O)N(C)c3ccccc3)c2n1	5.9%
COc1ccc(-n2c(O)c(C(C)=NCCN3CCNCC3)c(=O)[nH]c2=O)cc1	-3.7%

Next structures follow.
Compound	EphA4 KYL inhibition
N[C@@H](Cc1c[nH]c2ccccc12)c1nnc(SCc2ccc(F)cc2)o1	4.6%
N=c1n(CCO)c2ccccc2n1Cc1ccccc1	-13.4%
COc1ccc(S(=O)(=O)NCc2ccc(C(=O)N3CCC4(CC3)OCCO4)cc2)cc1	-13.1%
CC(c1ccc(F)cc1)n1cc(C(=O)NCc2ccc3c(c2)OCO3)nn1 (configuration not stated)	0.9%
CN1CCN(Cc2nc3ccccc3n2C)CC1	-16.2%
CC(=NC1CCN(Cc2ccccc2)CC1)c1c(O)n(C)c(=O)n(C)c1=O	-6.6%
CN1CCN(c2cc(N3CCCC3)c([N+](=O)[O-])cc2F)CC1	-11.1%
CC(C)N1C(=O)/C(=C/C=C/c2ccco2)C(=O)N(Cc2ccco2)C1=O	29.2%
CCOC(=O)c1c(N)n(Cc2ccc(OC)cc2)c2nc3ccccc3nc12	0.7%
CN1CCN(c2ccc([N+](=O)[O-])c(N/N=C3\CN4CCC3CC4)c2)CC1	-2.2%
CCc1ccc(CN2CCN(C(=O)COc3ccc(Cl)cc3)CC2)cc1	1.2%
CCCCN1C(=O)NC(=O)/C(=C/c2cnc(SC)nc2)C1=O	1.9%
O=C1C2CCCN2C(c2ccc(Cl)cc2)N1c1ccccn1 (configuration not stated)	7.8%
O=c1oc2ccccc2c(O)c1C(c1cccc(F)c1)c1c(O)c2ccccc2oc1=O	1.0%
Cc1ccc(-c2nc3ccccc3c(=O)n2-c2nccs2)cc1	-7.6%

(cont.)
Compound	EphA4 KYL inhibition
O=[N+]([O-])c1ccc(N2CCCC2)c2ncccc12	-0.2%
CC(C)N1CCN(Cc2cc(Br)ccc2O)CC1	-5.9%
COc1ccc(CCC(C)NCCc2ccccc2)cc1 (configuration not stated)	-13.1%
CCC(=NCc1ccc(F)cc1)c1c(O)n(C)c(=O)n(C)c1=O	-12.4%
Cc1nnc2n1-c1ccc(Br)cc1C(c1ccccc1Cl)=NC2	-7.3%
CCCCNC(=O)Nc1ccc(C(O)(C(=O)OC)C(F)(F)F)cc1 (configuration not stated)	-1.8%
COC(=O)C1=C(N)Oc2c(c(=O)oc3ccccc23)[C@]12C(=O)N(C)c1ccccc12	-1.7%
C=CCN1C(=O)c2ccccc2Sc2ccc(C(=O)N3CCC4(CC3)OCCO4)cc21	-18.8%
CN1CCCC(C(=O)c2ccccc2)C1 (configuration not stated)	-8.2%
Nc1ccc(C(=O)N/N=C2/CN3CCC2CC3)cc1	-2.1%
O=C(Nc1ccc(Cl)cc1)Nc1nccs1	-13.6%
CC(=NCc1ccc(F)cc1)c1c(O)n(C)c(=O)n(C)c1=O	0.2%
COc1ccc2c(c1)CC1(CN2C)C(=O)NC(=O)N(c2ccc(F)cc2)C1=O (configuration not stated)	-38.4%
Cn1c(O)c(C(c2ccccn2)c2c(O)n(C)c(=S)[nH]c2=O)c(=O)[nH]c1=S	-17.1%
O=C(Cn1cnc2ccccc2c1=O)NCCC(=O)N1CCC2(CC1)OCCO2	7.7%

The list continues.
Compound	EphA4 KYL inhibition
Cc1cc(C)c(C2=NOC(O)(C(F)(F)F)C2)c(=O)[nH]1 (configuration not stated)	-14.4%
FC(F)(F)c1ccc2c(c1)ncn2C1CCN(Cc2nnnn2C2CCCCC2)CC1	9.8%
CN(C)c1ccc2c(c1)N=C(c1ccco1)OP2(=S)N1CCOCC1 (configuration not stated)	-5.6%
CCC(C)NC(=O)c1c(N)n(Cc2ccc3c(c2)OCO3)c2nc3ccccc3nc12 (configuration not stated)	12.4%
Cc1ccc2c(c1)C1CN(C)CCC1N2C(=O)c1ccco1 (configuration not stated)	3.6%
CN(C)C(=O)NC(O)C(Cl)(Cl)Cl (configuration not stated)	-4.5%
Cc1ccc(C=C2C(=O)NC(=O)NC2=O)cc1[N+](=O)[O-]	-6.2%
COc1ccc(-n2c(-c3ccccc3F)nc3ccccc3c2=O)cc1	-0.1%
OCCNc1c2c(nc3ccccc13)CCCC2	-3.2%
CCC(=NCCN1CCOCC1)c1c(O)n(-c2ccccc2C)c(=O)[nH]c1=O	5.2%
COC(=O)c1cc(COc2cc(C)cc3oc(=O)c4c(c23)CCC4)c(C)o1	-5.6%
CC(C(=O)Nc1ccc(Br)cc1C(=O)c1ccccc1)N1CCCCC1 (configuration not stated)	-0.4%
Cn1c(O)c(C(=N)COc2cccc(Cl)c2)c(=O)n(C)c1=O	-10.6%
O=C(Nc1ccc(Br)cc1C(=O)c1ccccc1)c1ccc(F)cc1	7.8%
CC(C)Cn1cc(C(=O)N2CCC3(CC2)OCCO3)c2c3ccccc3n(C)c2c1=O	0.0%

Further compounds follow.
Compound	EphA4 KYL inhibition
CC(C)OC(=O)C1C(=O)NC2(C)CC1c1ccccc1O2 (configuration not stated)	-11.0%
O=C1NC(=O)N(c2ccc3c(c2)OCO3)C(=O)/C1=C/c1ccc(N2CCCCC2)o1	-17.3%
CCCCn1c(O)c(C(C)=NCc2ccc(F)cc2)c(=O)[nH]c1=O	-12.7%
O=c1c2ccccc2nc(-c2ccco2)n1-c1ccncc1	-14.0%
O=C(C1CC(=O)N(C2CCCC2)C1)N1CCC2(CC1)OCCO2 (configuration not stated)	-4.1%
C=CCN1C(=O)NC(=O)/C(=C/c2cnc(SC)nc2)C1=O	-3.4%
O=c1[nH]c(=S)n(CCC2=CCCCC2)c(O)c1C=NCCCn1ccnc1	-13.2%
CC(C)COc1ccc(C2(C#N)CC[N+](C)(C)CC2)cc1	-4.5%
Cc1ccc(N2C(=O)/C(=C/c3ccc(CN(CCC#N)S(C)(=O)=O)o3)C(=O)NC2=S)cc1C	7.5%
CN1C(=O)c2ccccc2Sc2ccc(C(=O)N3CCC4(CC3)OCCO4)cc21	-18.5%
COc1ccc(C2SCC(=O)Nc3c2c(C)nn3-c2ccccc2)cc1OC (configuration not stated)	-13.8%
N#CC1=C(N)Oc2c(c(=O)oc3ccccc23)C1c1cccnc1 (configuration not stated)	-4.8%
O=c1[nH]c(=O)n(CCc2ccccc2)c(O)c1C=NCCN1CCNCC1	5.7%
Cc1nc2ccccc2c(=O)n1-n1cnnc1	-5.5%
CC(=O)NC1CC2CCCC(C1)N2 (configuration not stated)	7.4%

The list goes on.
Compound	EphA4 KYL inhibition
CCCC[N+]12CCC(CC1)C(C(=O)c1cccs1)C2 (configuration not stated)	-11.4%
CC1(C)CN2C(c3ccc(Cl)cc3)N2C1 (configuration not stated)	11.4%
O=c1oc2ccccc2c2c1C(c1ccc(Br)cc1)c1c(c3ccccc3oc1=O)O2	-3.7%
COC(=O)c1cc(C(O)(C(=O)OC)C(F)(F)F)c(/N=C/N(C)C)s1 (configuration not stated)	-1.8%
COC(=O)C(O)(c1c(C)[nH]n(-c2ccccc2)c1=O)C(F)(F)F (configuration not stated)	-12.9%
CCCCn1c(O)c(C(CC)=Nc2ccc(OC)cc2OC)c(=O)[nH]c1=O	-10.8%
O=Cc1cn(Cc2ccc(Cl)c(Cl)c2)c2ccccc12	4.4%
CCCc1nc2ccccc2c(=O)n1-c1cccc(OC)c1	-11.4%
N#Cc1ccc(Cn2cc(C(=O)c3ccco3)c3ccccc32)cc1	-4.6%
CCC(=NCC1CCCO1)c1c(O)[nH]c(=O)[nH]c1=O (configuration not stated)	-13.4%
CC(=NCc1cccnc1)c1c(O)n(-c2ccccc2)c(=O)[nH]c1=O	-5.7%
CCCCNC(=O)c1c(N)n(Cc2ccc3c(c2)OCO3)c2nc3ccccc3nc12	-5.4%
CCCCn1c(O)c(C(C)=Nc2ccc(OCC)cc2)c(=O)[nH]c1=O	-0.4%
N[C@@H](Cc1c[nH]c2ccccc12)c1nnc(SCc2ccc(Cl)cc2)o1	-9.2%
O=c1c2ccccc2nc(CSc2ncnc3nc[nH]c23)n1-c1ccc(Cl)c(Cl)c1	-5.6%

(listing goes on)
Compound	EphA4 KYL inhibition
COc1ccc(C=C2C(=O)N(C)C(=O)N(C)C2=O)cc1CSc1ccccn1	-7.4%
O=C(Nc1ccc(F)cc1)N1CC2CC(C1)c1cccc(=O)n1C2 (configuration not stated)	8.0%
CCOc1ccc(C2(C#N)CC[N+](C)(C)CC2)cc1	-7.4%
CN(C)c1nc(-c2ccccc2)[n+](C)s1	4.5%
CCCCCn1c(=O)c(C(=O)Nc2ccncc2)c(O)c2ccccc21	27.5%
COc1ccc(-c2nc3ccccc3c(=O)n2-c2cccnc2)cc1	-5.3%
CCN(CC)Cc1c[nH]c2ccccc12	-14.5%
O=C(O)CP(=O)(O)c1ccc(Cl)cc1	-5.1%
O=C1c2ccccc2C(=O)N1CC1CS1 (configuration not stated)	-4.2%
CC(C)CC12CN3CCN(CC(C3)C1O)C2 (configuration not stated)	-8.2%
CCCCn1c(=O)c(C(=O)Nc2cnccn2)c(O)c2ccccc21	3.8%
CCOC(=O)c1c(C)n(Cc2ccco2)c2ccc(OC)cc12	3.8%

A different layout for part of the listing above.
CCOC(=O)c1c(C)n(Cc2ccco2)c2ccc(OC)cc12
  EphA4 KYL inhibition: 3.8%
CCOc1ccc(C2(C#N)CC[N+](C)(C)CC2)cc1
  EphA4 KYL inhibition: -7.4%
COc1ccc(C=C2C(=O)N(C)C(=O)N(C)C2=O)cc1CSc1ccccn1
  EphA4 KYL inhibition: -7.4%
CN(C)c1nc(-c2ccccc2)[n+](C)s1
  EphA4 KYL inhibition: 4.5%
